# E-sel TNF inh – E-selectin induction blockers in HUVEC – imaging, immunofluorescence, high content, primary screen | HUVEC TNFa-induced E-selectin immunofluorescence | inhibition, % at 2 µM | hit rate 0.71% among 120,000;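 active = inhibition above the batch mean plus 3 SD, and confirmed as a hit on visual image review, cut at about 43% in these data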;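 note: 0% = TNF-stimulated DMSO wells and 100% = unstimulated control wells; not every result past the cut was called active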
# Yeast life ext – compounds extending yeast replicative lifespan, primary screen, S. cerevisiae, OD615; S. cerevisiae growth with nicotinamide; deaD strain in restrictive glucose medium; inhibition of the nicotinamide effect, % at 10 µM; hit rate 0.68% among 130,000;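 active = inhibition above a set limit, placed 3 SD over the median of all compounds, cut at about 26% in these data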;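 note: 0% = nicotinamide-treated wells and 100% = cells grown without nicotinamide; some compounds called inactive have numbers as strong as hits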
#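 System: Modified budding yeast, DeaD strain | Buffer or medium: Restrictive glucose medium | Also added: 1.5 mM nicotinamide | Doses: 10 µM single point, 0.25% DMSO | Schedule: 48 h compound exposure at 30 °C, humidified | Detection: Absorbance at 615 nm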
# PTEN del growth – growth suppression of PTEN-null HCT116, primary screen, cell-based, CellTiter-Glo; HCT116 PTEN-null viability, 60 h; active compounds read low; viability, % at 10 µM; hit rate 1.2% among 140,000; AID 827, 2007;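 active = viability at or below a set limit, 4 SD under the median of all tested compounds, cut at about 3.7% in these data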;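 note: PTEN knockout HCT116 line with beta catenin targeted HCT116 as companion control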
# GALR2 blocker – GALR2 antagonists in receptor-expressing cells, primary screen; Galanin receptor type 2 (Homo sapiens), O43603; antagonist mode; inhibition, % at 4 µM; hit rate 0.39% among 140,000; AID 828, 2007; in the data active = inhibition above about 27%;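 note: cells stimulated with galanin 1-16 at roughly its EC80; 0% = agonist challenge control and 100% = basal control without agonist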
# Target sequence (O43603 whole entry, looked up): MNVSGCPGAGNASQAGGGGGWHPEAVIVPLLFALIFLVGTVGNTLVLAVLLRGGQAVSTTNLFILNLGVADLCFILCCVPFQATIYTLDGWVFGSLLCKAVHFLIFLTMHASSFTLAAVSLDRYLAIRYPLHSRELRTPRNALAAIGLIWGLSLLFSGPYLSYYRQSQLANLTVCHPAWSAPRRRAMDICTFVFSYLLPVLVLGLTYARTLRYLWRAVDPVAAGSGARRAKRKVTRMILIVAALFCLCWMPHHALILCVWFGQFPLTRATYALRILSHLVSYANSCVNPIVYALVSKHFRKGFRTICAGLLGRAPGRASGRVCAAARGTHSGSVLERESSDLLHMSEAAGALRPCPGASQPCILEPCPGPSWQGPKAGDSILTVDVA
# BB579 growth dn – growth inhibitors of yeast BB579 in restrictive medium, primary screen, yeast lifespan-shortening project, S. cerevisiae; inhibition, % at 10 µM; AID 804, 2007; hit rate 0.51% among 140,000; OD615, 48 h;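 active = inhibition above a set limit, 3 SD over the mean compound inhibition, cut at about 44% in these data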; note: inactives centre near -24
#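 Detection: OD615 turbidity measurement; Material: Saccharomyces cerevisiae DeaD strain BB579, replicative lifespan model yeast; Timing: 48 h exposure, 30 °C; Doses: single 10 µM dose; Medium: CSMM-D restrictive synthetic medium containing dextrose (glucose); Controls: amphotericin B at 10 µg/mL as positive control.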
# bCat KO growth – primary screen for growth suppressors in beta-catenin knockout HCT116 cells (colon tumor, human). viability, % at 10 µM. hit rate 1.5% among 140,000. HCT116 beta-catenin knockout viability, CellTiter-Glo, 60 h; active compounds read low;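 active = viability at or under a set limit, the compound median less 4 SD, cut at about 6% in these data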;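 note: 0% = Hyamine 1622 control at 20 µM and 100% = untreated cell control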
# MRP1 act – H69AR viability gain despite doxorubicin, primary screen, MRP-1 activator project, H69AR cells, CellTiter-Glo; viability increase, % at 10 µM; viability rescue; hit rate 0.61% among 140,000; AID 799, 2007;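 active = viability gain under doxorubicin at or above a set limit, the compound median plus 3 SD, cut at about 4.7% in these data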;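 note: MRP-1 overexpressing cells given doxorubicin 25 µM after compound pretreatment; 18-22 h compound pretreatment then 72 h with doxorubicin before readout; 0% = doxorubicin-only wells and 100% = vehicle-treated cells without doxorubicin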
# NPY Y2 blocker – NPY-Y2 receptor antagonists, primary screen, cell-based; Neuropeptide Y receptor type 2 (Homo sapiens), P49146; NPY-Y2 expressing cells, antagonist mode; inhibition, % at 2.7 µM; hit rate 0.99% among 140,000; in the data active = inhibition above about 17%;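 note: 0% = vehicle with agonist challenge and 100% = reference antagonist with challenge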
# Target sequence (P49146 whole entry, looked up): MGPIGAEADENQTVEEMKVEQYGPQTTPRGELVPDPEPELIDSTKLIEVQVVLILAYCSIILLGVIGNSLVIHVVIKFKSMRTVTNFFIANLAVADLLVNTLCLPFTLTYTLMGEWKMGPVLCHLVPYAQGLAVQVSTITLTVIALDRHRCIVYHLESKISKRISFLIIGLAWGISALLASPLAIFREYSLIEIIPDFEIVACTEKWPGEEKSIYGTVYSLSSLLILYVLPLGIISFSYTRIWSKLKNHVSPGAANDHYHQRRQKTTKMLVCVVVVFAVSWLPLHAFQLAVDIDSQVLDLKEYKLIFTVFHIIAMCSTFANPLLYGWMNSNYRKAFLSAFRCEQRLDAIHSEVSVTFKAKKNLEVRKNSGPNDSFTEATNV
# Measles CPE – compounds protecting cells from measles virus cytopathic effect, primary screen, measles RdRp inhibitor project, single point, MLSMR library, absorbance; Measles virus-infected cells, CPE protection; protection (pct of control), % at 4 µM; hit rate 1.5% among 140,000; in the data active = protection mostly above about 24%, no sharp cut-off; inactive = mostly below about 26%; note: some compounds called inactive have numbers as strong as hits
# Phagocyt inh – inhibitors of macrophage phagocytosis, primary screen, imaging, J774A.1 cells, IgG beads; J774A.1 macrophage IgG-bead phagocytosis; inhibition, % at 5 µM; hit rate 0.07% among 110,000; AID 1029, 2008;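 active = inhibition above the mean of the plate negative controls plus 5 SD, cut at about 13% in these data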;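 note: phagocytic index as fraction of beads internalized from green versus red external bead signal; plate controls were DMSO negative control for no effect and cytochalasin-D positive control for full effect; some results beyond the cut were filed as inactive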
# * marks the source's active call; other numbers are inactive results; . = not tested or not shown; + = active, no number; & = joins results of further samples. Not a hit list. Share with any hit: about 6.1%.
SMILES,E-sel TNF inh,Yeast life ext,PTEN del growth,GALR2 blocker,BB579 growth dn,bCat KO growth,MRP1 act,NPY Y2 blocker,Measles CPE,Phagocyt inh
CCCn1c(C(O)c2ccc(OC)cc2)nc2ccccc21 (configuration not stated),-5,.,102,-1,-30,90,-2.8,2,6,.
COc1ccc(C(=O)NNC(=O)CN2CCC(n3nnc4cc(F)ccc43)CC2)cc1,5,1,100,3,-3,83,-2.1,-3,17,-9
COc1ccc(S(=O)(=O)c2c(N)n(Cc3ccco3)c3nc4ccccc4nc23)cc1,-25,6,68,-6,-72,67,-1.9,0,3,-1
CCCCNC(=O)c1cc2n(n1)C(C(F)(F)F)CC(c1ccccc1)N2 (configuration not stated),.,-10,91,3,-17,103,-1.0,-2,15,-1
CCOC(=O)C1=C(c2ccccc2)NC(=S)NC1C (configuration not stated),21,-2,96,-11,6,96,-2.8,0,3,0
CCOC(=O)C(=O)Nc1nnc(CCc2ccccc2)s1,-5,.,97,2,-16,88,-0.7,0,8,.
CCC(=O)Nc1nc2ccccc2n1Cc1ccccc1,-7,-10,22,-11,-35,24,-0.9,5,8,-2
CCOC(=O)c1c(-c2ccccc2)csc1NC(=O)CSc1nnnn1C,.,-16,73,3,-38,77,-2.0,3,7,2
Cc1ccc(Cl)cc1NC(=O)CSc1nnc(C)n1-c1ccccc1,-13,-7,91,4,-36,92,-3.9,1,9,.
N#C/C(=C/c1ccc(N2CCCCC2)o1)c1cccc(F)c1,0,-12,76,12,-52,65,-2.5,3,10,-1
COc1ccc(/C=c2\sc3nc(-c4ccccc4OC)nn3c2=O)c(OC)c1,-54,-12,101,-5,-70,101,-0.9,3,18,0
O=C(CCCOc1ccccc1)Nc1ncccn1,2,0,92,-3,-22,92,-0.3,3,7,4
O=C(CCCc1cccs1)N1CCN(S(=O)(=O)c2ccccc2Br)CC1,4,-6,58,-1,-10,53,1.9,4,31,-1
CCCS(=O)(=O)N1CCCC(C(=O)NCCCN2CCCC2=O)C1 (configuration not stated),-4,-12,102,-23,-33,93,-0.1,0,5,-1
Nc1ccc(NC(=O)c2cccs2)c(Cl)c1,-19,-20,104&96,-7,-8,94,0.5,1,14,0
CC(C)CCOCc1nc2sc3c(c2c(=O)[nH]1)CCC(C)C3 (configuration not stated),-28,-5,96,-11,-67,92,0.7,2,7,0
O=c1[nH]cnc2scc(-c3ccsc3)c12,-23,-10,92,8,0,90,-1.5,10,8,1
O=C(/C=C/c1ccccc1)N1CCC(c2ccccc2)C1 (configuration not stated),.,-5,90,4,3,108,-1.7,6,5,-11
O=C(O)C1C2CCC(C2)C1C(=O)NCc1ccccn1 (configuration not stated),-11,-6,104,-6,-71,95,-0.4,4,18,.
CCOC(=O)/C(N=Nc1c(Br)cc(Br)cc1Br)=C(\C)O,-12,-4,113,10,-46,102,1.4,1,2,-1
COc1ccc(C2CC(c3ccccc3)Nc3nc(N)nn32)cc1 (configuration not stated),22,-4,92,-6,-25,103,-2.4,2,20,0
Cc1ccc(-c2csc(N(C)C(=O)c3c(C)nn(-c4ccccc4)c3Cl)n2)cc1,.,-5,67,5,-15,71,0.1,5,17,1
O=C(Nc1nccs1)c1cc(N2CCOCC2)nc2ccccc12,8,-11,68,12,-3,76,-3.4,-1,13,-3
Cc1cccc(Cn2c(C(C)(C)C)cc3cccnc32)c1,.,-4,56,17,0,63,-1.6,10,11,0
CSc1ccc(S(=O)(=O)Nc2ccc3c(c2)OCCO3)cc1,-28,-7,40,13,-44,33,-3.8,5,42*,0
Cc1ccc(NC(=O)CC2Oc3ccccc3NC2=O)c(C)c1 (configuration not stated),11,-8,75,-1,-11,84,-2.9,0,5,0
Cc1nc(NCCCn2ccnc2)c2ccccc2n1,.,-9,84,6,18,85,-1.2,2,4,0
CCOC(=O)c1nc(C)n(-c2cc(Cl)ccc2Cl)n1,-48,-5,101,-7,-11,83,-3.3,2,27,-1
Cc1ncoc1C(=O)Nc1ccc2c(c1)OCCO2,.,-6,82,-5,2,84,-2.0,2,8,0
COc1ccc(C(C(=O)NC2CCCCC2)N(C(=O)CCl)c2cccc(Cl)c2)cc1 (configuration not stated),25,3,1.6*,13,-41,2.3*,-6.0,2,6,3
CCOC(=O)C1CCN(C(=O)Cc2cccs2)CC1,9,-17,106,2,-32,105,-1.5,-2,3,-1
COc1ccc(S(=O)(=O)N(CC(=O)N2CCN(C)CC2)c2ccc(C)cc2)cc1OC,13,-1,105,-4,-61,99,0.2,4,7,0
COc1cc(C(=O)Nc2ccc(-c3nnc(-c4ccco4)o3)cc2)cc(OC)c1OC,-6,-22,87,11,-39,92,-1.9,-4,3,3
CCCc1ccc(OCc2ccc(C(=O)N/N=C/c3cccc([N+](=O)[O-])c3)o2)c(OC)c1,-22,-12,92,-9,-80,98,-1.2,-3,.,0
CCOc1ccc(-n2c(Cc3cc(=O)[nH]c(=O)[nH]3)nnc2SC(C)C(=O)OC)cc1 (configuration not stated),.,-3,101,-5,9,101,-0.6,0,17,0
CC(=O)Nc1nnc(-c2ccc3c(c2)CCCC3)o1,.,-15,110,0,-7,87,-3.1,3,2,0
O=c1c2cnn(-c3ccc(F)cc3)c2ncn1Cc1ccc(F)cc1,-2,.,96,15,-40,81,1.5,1,14,.
COCCNC(=O)c1ccc(CS(=O)(=O)c2ccccc2)o1,.,-5,103,0,-26,96,-0.9,3,9,-2
S=C(NCc1cccnc1)Nc1cccc2ccccc12,-10,-3,98,4,16,91,-3.0,2,3,.
O=S(=O)(NCc1cccnc1)c1ccccc1,10,2,108,-4,-6,93,-0.5,6,7,-1
Cc1cc(C)n(CC(O)Cn2ccc3ccccc32)n1 (configuration not stated),1,-10,92,-7,-52,90,-1.0,0,3,-1
Cc1ccc(S(=O)(=O)C2(C(=O)NC3CCCC3)CC2)cc1,-24,4,97,14,-14,89,-0.6,5,7,10
COc1ccc(C(N)CCc2ccco2)cc1 (configuration not stated),22,-3,87,-2,-25,91,-1.7,2,2,0
O=C(CCn1c(=O)oc2ccccc21)n1c(=O)oc2ccccc21,9,-25,97,-7,-7,86,-1.2,5,26,.
Cc1c(C(=O)OCC(C)(C)CN(C)C)oc2ccccc12,-7,-4,95,3,-24,95,-1.1,2,11,.
O=C(CN1CCN(c2ccc(F)cc2)CC1)NCC1CCCO1 (configuration not stated),-36,-5,105,0,-37,100,-0.4,1,5,-1
Cc1nc([N+](=O)[O-])c(Br)n1CC(=O)c1ccc2ccccc2c1,21,-7,26,26,29,24,-5.8,3,9,+
CSc1ccc(Cl)c(C(=O)NCCOc2cc(C(C)C)ccc2C)c1,36,-1,67,-6,-16,68,-4.7,9,10,-2
Cc1cc(=O)[nH]c(SCCOc2cccc(C(F)(F)F)c2)n1,1,-33,81,-5,-45,92,-1.4,8,6,0
CC(C)(C)CC(C)(C)NC(=S)Nc1ccc(S(=O)(=O)N2CCOCC2)cc1,-21,1,27,10,-59,47,-1.4,2,7,-9
CCN(CC)CCCn1c(=S)[nH]c2ncccc2c1=O,12,-5,90,8,-15,99,-0.9,1,3,1
Cc1ccc(S(=O)(=O)N2CCOCC2)cc1NC(=O)COC(=O)C1COc2ccccc2O1 (configuration not stated),.,-3,96,3,-20,96,-0.5,2,13,-12
O=C(Nc1cccnc1)C1CCCN(S(=O)(=O)c2cccc3nsnc23)C1 (configuration not stated),5,-10,72,7,0,74,-0.9,3,0,0
COc1cccc(OCc2cc(/C=N/NC(=O)c3ccn[nH]3)ccc2OC)c1,-11,-10,8,-2,-44,11,-3.8,8,36,.
COC(=O)c1ccc(C(NC(=O)OCc2ccccc2)/C(C)=C/[C@@H](C)C(=O)NCc2ccc(-c3ccccc3)cc2)cc1 (some centres not stated),.,1,63,1,-42,71,-1.9,7,9,.
Cc1ccc2c(c1)C=CC(C)N2C(=O)c1ccccc1 (configuration not stated),-14,-1,87,0,-34,80,-2.8,7,6,-3
CN(C)/C=N/c1c(C#N)cnn1-c1nc2ccccc2s1,-3,-10,104,13,-24,104,-0.3,2,15,1
Cc1cccc(NC(=O)Nc2cc(C)on2)c1,-13,-23,87,-1,11,83,-0.4,-1,2,1
O=[N+]([O-])c1nn(-c2ccc(Cl)cc2)n(O)c1=NCc1cccnc1,.,-4,43,8,16,51,-4.4,-1,11,-13
O=C(c1ccc2c(c1)OCO2)N1CCN(c2ccc(F)cc2)CC1,-4,-22,96,1,10,108,-1.4,-2,6,0

# Grouped by structure: the entries above with a furan ring, fused or not.
SMILES,E-sel TNF inh,Yeast life ext,PTEN del growth,GALR2 blocker,BB579 growth dn,bCat KO growth,MRP1 act,NPY Y2 blocker,Measles CPE,Phagocyt inh
COc1ccc(S(=O)(=O)c2c(N)n(Cc3ccco3)c3nc4ccccc4nc23)cc1,-25,6,68,-6,-72,67,-1.9,0,3,-1
N#C/C(=C/c1ccc(N2CCCCC2)o1)c1cccc(F)c1,0,-12,76,12,-52,65,-2.5,3,10,-1
COc1cc(C(=O)Nc2ccc(-c3nnc(-c4ccco4)o3)cc2)cc(OC)c1OC,-6,-22,87,11,-39,92,-1.9,-4,3,3
CCCc1ccc(OCc2ccc(C(=O)N/N=C/c3cccc([N+](=O)[O-])c3)o2)c(OC)c1,-22,-12,92,-9,-80,98,-1.2,-3,.,0
COCCNC(=O)c1ccc(CS(=O)(=O)c2ccccc2)o1,.,-5,103,0,-26,96,-0.9,3,9,-2
COc1ccc(C(N)CCc2ccco2)cc1 (configuration not stated),22,-3,87,-2,-25,91,-1.7,2,2,0
Cc1c(C(=O)OCC(C)(C)CN(C)C)oc2ccccc12,-7,-4,95,3,-24,95,-1.1,2,11,.

# The list continues:
SMILES,E-sel TNF inh,Yeast life ext,PTEN del growth,GALR2 blocker,BB579 growth dn,bCat KO growth,MRP1 act,NPY Y2 blocker,Measles CPE,Phagocyt inh
Cc1ccc(OCCN2CCN(C(=O)CCC(=O)Nc3nnc(C)s3)CC2)cc1,-5,-4,82,11,-6,86,7.8*,1,32,.
COc1ccc2nc(C)cc(Nc3ccc(N4CCOCC4)cc3)c2c1,-32,-10,63,14,-33,69,-4.5,2,4,-2
CCC(c1nnnn1Cc1ccco1)N1CCN(c2cc(Cl)ccc2C)CC1 (configuration not stated),15,2,44,13,-72,55,-3.8,28*,4,0
O=C(O)C1CC(=O)N(c2ccc3c(c2)OCCO3)C1 (configuration not stated),-20,-11,94,-1,-35,101,-1.5,4,13,2
